Lmaj promast = Leishmania major promastigote growth inhibition; inhibition, % at 10 µM; 200,000 tested, 9% active; Leishmania major promastigotes, resazurin fluorescence viability; in the data active = inhibition above about 50%;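 also: promastigotes grown with compound for 44 hours at 28 °C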
Diaph act CS = diaphorase activation or chemical reduction counter-screen; Diaphorase/resazurin coupled assay, resorufin fluorescence, 16 min; active compounds read high; 1 = vehicle wells, 0 = NADH-free wells; activation factor at 20 µM; 190,000 tested, 0.005% active;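 active = diaphorase activity raised at least twofold by the compound at 20 µM; inactive = activation factor below 2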
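System – purified diaphorase enzyme from Clostridium kluyveri · Input – enzyme 0.07 U/mL final · Also added – final NADH 0.114 mM, resazurin 0.1 mM · Measured by – fluorescence of resorufin, 544 nm excitation, 590 nm emission · Timing – 16 min enzyme reaction, ambient temperature · Measure – resorufin increase flagging diaphorase activators or reducers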
bIAP inhibitor = intestinal alkaline phosphatase (bovine) inhibition; 190,000 tested, under 10 active; inhibition, % at 20 µM; AID 1019; purified bovine IAP, CDP-star luminescence, 30 min;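 active = over 50% inhibition of intestinal alkaline phosphatase at 20 µM in the single-dose screen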
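Incubation: 30 min reaction at room temperature / Material: purified bovine intestinal alkaline phosphatase (IAP) enzyme / Input: enzyme at 1/65,000,000 dilution / Dosing: 20 µM single dose / Signal: CDP-star luminescence signal / Reagent: CDP-star chemiluminescent phosphatase substrate, 30 µM final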
TNAP act hiacc = activators of human TNAP at high phosphate acceptor concentration | purified TNAP, CDP-star luminescence, 1 M DEA, 30 min; active compounds read high; 0 = EDTA background, 1 = DMSO-only activity | 200,000 tested, under 10 active | AID 1136 | P05186 | activation factor at 20 µM;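 active = activation factor at least 2 at 20 µM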
Target sequence (P05186 whole entry, looked up): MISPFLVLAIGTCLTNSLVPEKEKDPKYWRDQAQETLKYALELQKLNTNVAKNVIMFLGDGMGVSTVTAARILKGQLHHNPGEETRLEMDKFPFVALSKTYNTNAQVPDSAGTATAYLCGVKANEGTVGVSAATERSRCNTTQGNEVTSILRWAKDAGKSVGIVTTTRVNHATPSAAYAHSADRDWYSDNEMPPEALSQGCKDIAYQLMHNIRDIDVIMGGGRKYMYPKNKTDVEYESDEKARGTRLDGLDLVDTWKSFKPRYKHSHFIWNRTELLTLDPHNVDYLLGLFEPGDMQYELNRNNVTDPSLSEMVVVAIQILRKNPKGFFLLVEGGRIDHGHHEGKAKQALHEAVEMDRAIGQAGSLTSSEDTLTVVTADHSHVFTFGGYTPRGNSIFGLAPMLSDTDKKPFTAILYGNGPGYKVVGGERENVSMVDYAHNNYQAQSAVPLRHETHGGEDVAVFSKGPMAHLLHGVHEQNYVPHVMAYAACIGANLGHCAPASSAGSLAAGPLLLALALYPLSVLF
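Test system – human TNAP · Doses – 20 µM single point · Incubation – 30 min, room temperature · Signal – luminescent substrate turnover signal · Read-out basis – activation factor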
PMI activator = phosphomannose isomerase (human) activation | P34949 | purified human PMI, coupled resazurin fluorescence, 20 min; active compounds read high; 1 = vehicle control, 0 substrate-free wells | activation factor at 20 µM | 190,000 tested, 0.005% active | AID 1214;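 active = activation factor of 2 or more at 20 µM, relative to plate controls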
Target sequence (P34949 whole entry, looked up): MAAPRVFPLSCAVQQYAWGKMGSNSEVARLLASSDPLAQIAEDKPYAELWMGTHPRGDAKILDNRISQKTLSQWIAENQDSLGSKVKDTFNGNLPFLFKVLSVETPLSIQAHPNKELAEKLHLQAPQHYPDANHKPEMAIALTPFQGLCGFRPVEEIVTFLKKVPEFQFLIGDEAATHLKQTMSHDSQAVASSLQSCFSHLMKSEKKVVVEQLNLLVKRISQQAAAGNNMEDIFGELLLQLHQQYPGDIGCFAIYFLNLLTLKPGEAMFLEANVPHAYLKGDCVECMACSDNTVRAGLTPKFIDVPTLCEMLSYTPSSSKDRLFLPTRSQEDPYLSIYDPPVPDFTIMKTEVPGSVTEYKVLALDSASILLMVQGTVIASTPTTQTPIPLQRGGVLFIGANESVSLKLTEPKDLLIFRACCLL
TNAP inh hi DEA = blocks human TNAP under high phosphate acceptor concentration; inhibition, % at 20 µM; purified TNAP, CDP-star luminescence, 1 M DEA; 200,000 tested, 0.03% active;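 active = over 50% inhibition of tissue-nonspecific alkaline phosphatase at 20 µM in the single-dose screen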;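 also: plate controls were DMSO wells for no effect and EDTA-quenched wells as full inhibition for full effect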
PMI act hi M6P = activators of human phosphomannose isomerase at near-saturating mannose 6-phosphate. P34949. coupled PMI enzyme assay, resazurin fluorescence, 20 min; active compounds read high; 1 = untreated enzyme, 0 = substrate-free blank. activation factor at 20 µM. 190,000 tested, 0.34% active. AID 1216;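 active = activation factor of 2 or more at 20 µM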
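Test system: human phosphomannose isomerase with PGI, G6PDH, diaphorase coupling enzymes; Amount: PMI at 15 ng/mL final; Reagent: Mannose-6-phosphate 1.0 mM (near-saturating) plus 0.22 mM NADP+; Timing: 20 min, room temperature; Technique: resorufin fluorescence at Ex 544/Em 590 nm; Dosing: 20 µM single dose.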
Diaph inh CS = counter-screen for diaphorase-based assays: diaphorase inhibitors and chemical oxidizers; inhibition, % at 20 µM; AID 1217; 190,000 tested, 0.69% active; diaphorase resazurin-to-resorufin fluorescence, NADH, 16 min; bacterial (C. kluyveri) enzyme, not human;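 active = primary screen inhibition at 20 µM above a set limit, cut at about 50% in these data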;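 also: plate controls were DMSO with full reaction for no effect and wells lacking NADH for full effect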
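material = Clostridium kluyveri diaphorase enzyme | amount = 0.14 U/mL diaphorase, enzyme working solution | schedule = incubation 16 min, room temperature | detection = fluorescence of resorufin formed from resazurin, Ex 544/Em 590 nm | benchmarks = positive control minus NADH, DMSO neutral control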
bIAP activator = intestinal alkaline phosphatase (bovine) activation; activation factor at 20 µM; purified bovine IAP, CDP-star luminescence, 30 min; active compounds read high; fold of DMSO-control signal, blank-subtracted; AID 1016; 200,000 tested, 0.17% active;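 active = activation factor of 2 or more at 20 µM, a signal rise over negative controls twice the positive control's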
TNAP inh no acc = TNAP (human) inhibition, acceptor-free conditions | P05186 | purified TNAP, CDP-star luminescence, 30 min | inhibition, % at 20 µM | 200,000 tested, 0.26% active | AID 1012;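 active = tissue-nonspecific alkaline phosphatase inhibition above about 50% at 20 µM in the single-dose screen, limit read from the data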;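 also: 0% = DMSO negative control and 100% = EDTA positive control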
* hit, by the source's call; / = no result given.

SMILES | Lmaj promast | Diaph act CS | bIAP inhibitor | TNAP act hiacc | PMI activator | TNAP inh hi DEA | PMI act hi M6P | Diaph inh CS | bIAP activator | TNAP inh no acc
NC(=S)c1cc2cc(Br)ccc2oc1=O | -7 | 0.9 | / | 0.9 | 1 | 12 | 0.7 | 13 | 0.5 | -127
COc1ccc(C)cc1NC(=O)C(OC(=O)c1cc(C)oc1C)c1ccccc1 (stereo unspecified) | 7 | 0.8 | 8 | 1 | 0.9 | -4 | 0.9 | 17 | 0.9 | -13
CCc1ccc(C2CC(c3ccc(Cl)cc3)=NNC2=O)cc1 (stereo unspecified) | 1 | 0.7 | 25 | 1.1 | 0.8 | -6 | 0.8 | 29 | 0.8 | -4
O=C(CSc1nnnn1-c1ccccc1)c1ccco1 | -9 | 0.9 | 2 | 1.1 | 1.2 | -6 | 1.1 | 5 | 1 | -16
CCC(c1nnnn1CCOC)N1CCN(c2nc3ccccc3s2)CC1 (stereo unspecified) | 4 | / | 4 | 1 | / | -4 | / | / | 1 | -9
Cc1ccc(S(=O)(=O)N2CCOCC2)cc1NC(=O)COC(=O)Cc1ccsc1 | -4 | 0.9 | 23 | 1 | 0.9 | -4 | 0.9 | 5 | 0.8 | -16
N=C1SCC(=O)N1/N=C/c1ccccc1 | -6 | 1.1 | 5 | 1.1 | 1.1 | -6 | 0.9 | -5 | 0.9 | -10
CC1(C)CC(NC(=O)C23CCC(C)(C(=O)C2)C3(C)C)CC(C)(C)N1 (stereo unspecified) | -4 | 0.8 | 7 | 1.1 | 1 | -5 | 1 | 18 | 0.9 | -17
COC(=O)CC1SC(=O)NC1=Nc1ccc(C)cc1 (stereo unspecified) | -7 | 0.9 | 7 | 1 | 0.9 | -5 | 0.9 | 10 | 0.9 | -9
CCOc1ccccc1CN1CCN(Cc2cccc3nonc23)CC1CCO (stereo unspecified) | 15 | / | -4 | 1 | / | 0 | / | / | 1 | -1
COc1ccc(CCNC(=O)COc2ccc(S(=O)(=O)NC3CCCCC3)cc2Cl)cc1OC | 9 | 0.7 | 9 | 1 | 0.8 | -3 | 0.9 | 32 | 0.9 | -10
O=S(=O)(Nc1cccc2c1CCCC2)c1cccc(C(F)(F)F)c1 | 44 | 0.8 | 0 | 1 | 0.8 | -3 | 0.9 | 21 | 1 | 4
CCN(CC)C(=O)c1ccc2c(c1)nnn2C | -10 | 1 | 8 | 1 | 1.1 | -4 | 1 | 3 | 0.9 | -5
O=C(O)CC(NC(=O)c1sc2ccccc2c1Cl)c1ccc(OC2CCCC2)cc1 (stereo unspecified) | -9 | 1 | -1 | 1 | 1.3 | -2 | 1.1 | -5 | 1 | 13
C=CCN1C(=O)CSc2ccc(C(=O)NCCC3=CCCCC3)cc21 | 76* | 0.7 | 23 | 1.1 | 0.9 | -8 | 0.9 | 27 | 0.8 | -25
COc1ccc(CCN=C(NS(=O)(=O)c2ccc(Cl)cc2)c2ccccc2)cc1 | 66* | 0.5 | 1 | 1.1 | 0.8 | -8 | 0.9 | 52* | 1 | -8
CSc1nc2n(n1)C(C)C1=C(CCCC1=O)N2 (stereo unspecified) | -7 | 1 | -6 | 1 | 1.1 | 0 | 1 | 4 | 1.1 | 0
O=C(NCc1ccc(Cl)cc1)c1noc2c1CCCC2 | -6 | 0.8 | 6 | 1 | 0.8 | -3 | 0.8 | 17 | 0.9 | -8
CCn1c(SCC(=O)NCCc2ccccc2)nc2c(c1=O)SC(C)C2 (stereo unspecified) | 0 | 1.1 | -6 | 1 | 1 | -4 | 1 | -9 | 1.1 | 0
Cc1oc2cc3oc(=O)c4c(c3cc2c1C)CCC4 | 4 | 0.9 | 8 | 1 | 0.9 | 0 | 1 | 11 | 0.9 | -5
O=C(OC1CCN(c2ccc([N+](=O)[O-])cc2)CC1)c1ccccc1 | -4 | 0.8 | 5 | 1 | 0.9 | -4 | 0.9 | 18 | 1 | -11
c1cc(CNCC2CCCO2)ccn1 (stereo unspecified) | -9 | 1.1 | -21 | 1 | 1 | -2 | 1 | -5 | 1.2 | -12
O=C(COC(=O)CCc1ccc(S(=O)(=O)N2CCOCC2)cc1)NCc1ccccc1 | -3 | 0.9 | -2 | 1 | 1 | -1 | 1.1 | 7 | 1 | -11
O=C(NCCc1ccccc1)c1cccc([N+](=O)[O-])c1 | -3 | 1.1 | 0 | 1 | 1 | -3 | 1 | -5 | 1 | -8
Cn1nnc2cc(C(=O)NCCC3=CCCCC3)ccc21 | -3 | 1 | -3 | 1 | 0.9 | 0 | 1.1 | 0 | 1 | -4
Cc1ccc(N(C(=O)Cn2nnc(-c3ccc(C)o3)n2)C(C(=O)NC2CCCC2)c2ccco2)cc1 (stereo unspecified) | -5 | 1.1 | 9 | 1.1 | 1.1 | -5 | 1.1 | -14 | 0.9 | -9
COCCCNC(=O)CS(=O)Cc1nc(-c2ccccc2C)oc1C (stereo unspecified) | 16 | 0.9 | -3 | 1 | 1.1 | -3 | 1 | 12 | 1 | 5
COc1ccc(S(=O)(=O)n2ccc(-c3cnc(-c4ccccc4)s3)n2)cc1 | 22 | 0.8 | 1 | 1 | 0.9 | -3 | 0.9 | 19 | 1 | -6
COc1cccc(OCc2nnc(SCC(=O)OCc3ccccc3)o2)c1 | 1 | 0.7 | 5 | 1 | 0.7 | -4 | 0.7 | 32 | 1 | -15
CCCN1C2CCCC1CC(NC(=S)Nc1cc(C)cc(C)c1)C2 (stereo unspecified) | 54* | 0.8 | -7 | 1 | 0.9 | -5 | 1 | 20 | 1.1 | -21
CSc1cccc(NC(=O)CN2C(=O)c3ccccc3S2(=O)=O)c1 | -6 | 0.7 | -4 | 1 | 0.8 | -5 | 0.9 | 25 | 1 | -19
Cc1cc(C)c(C)c(S(=O)(=O)NCC(=O)NCc2ccco2)c1C | -2 | 0.9 | 15 | 1.1 | 1 | -6 | 0.9 | 11 | 0.8 | -9
C/C(=N\NC(=O)Cn1c(-c2ccccn2)nc2ccccc21)c1cccc(O)c1 | 4 | 0.9 | 1 | 1 | 1.1 | -5 | 1.2 | 8 | 1 | -8
CN(C)c1ccc(C=NCC2COc3ccccc3O2)cc1 (stereo unspecified) | -4 | 0.9 | 10 | 1.1 | 1 | -11 | 1 | 10 | 0.9 | -13
COc1ccc(CSc2nc(C)cc(=O)[nH]2)cc1 | -12 | 0.9 | 14 | 1.1 | 0.9 | -7 | 0.9 | 13 | 0.9 | -14
COCCN(C(=O)CN1CCCc2ccccc21)c1c(N)n(Cc2ccccc2)c(=O)[nH]c1=O | 0 | 1 | 1 | 1 | 1.1 | -5 | 0.9 | 3 | 1 | -2
CC(CNC(=O)c1ccc(-c2ccccc2)cc1)CN(C)C (stereo unspecified) | 9 | 1 | -4 | 1 | 1 | -4 | 1 | 5 | 1 | -10
CCc1cc(=O)oc2c(C)c(O)c(CN(C)C)cc12 | 6 | 0.7 | -5 | 1.1 | 0.9 | -10 | 0.9 | 25 | 1.1 | -11
CCC1CCCCN1C(=O)Nc1cccc(NC(=O)N2CCCCC2CC)c1 (stereo unspecified) | 27 | 0.9 | -6 | 1 | 0.8 | 5 | 0.9 | 9 | 1.1 | 1
O=C(O)c1cc2c(s1)CCCC2 | -7 | 1 | 9 | 1 | 1 | -4 | 1 | -3 | 0.9 | -12

Record cards, from the list above. Order of screens: Lmaj promast | Diaph act CS | bIAP inhibitor | TNAP act hiacc | PMI activator | TNAP inh hi DEA | PMI act hi M6P | Diaph inh CS | bIAP activator | TNAP inh no acc
Results for `Cc1oc2cc3oc(=O)c4c(c3cc2c1C)CCC4` = 4 | 0.9 | 8 | 1 | 0.9 | 0 | 1 | 11 | 0.9 | -5
Results for `O=C(OC1CCN(c2ccc([N+](=O)[O-])cc2)CC1)c1ccccc1` = -4 | 0.8 | 5 | 1 | 0.9 | -4 | 0.9 | 18 | 1 | -11
Results for `CCc1cc(=O)oc2c(C)c(O)c(CN(C)C)cc12` = 6 | 0.7 | -5 | 1.1 | 0.9 | -10 | 0.9 | 25 | 1.1 | -11
Results for `CCC(c1nnnn1CCOC)N1CCN(c2nc3ccccc3s2)CC1` (stereo unspecified) = 4 | / | 4 | 1 | / | -4 | / | / | 1 | -9
Results for `COc1ccc(CCNC(=O)COc2ccc(S(=O)(=O)NC3CCCCC3)cc2Cl)cc1OC` = 9 | 0.7 | 9 | 1 | 0.8 | -3 | 0.9 | 32 | 0.9 | -10

The listing picks up with the four entries that preceded the break.
SMILES | Lmaj promast | Diaph act CS | bIAP inhibitor | TNAP act hiacc | PMI activator | TNAP inh hi DEA | PMI act hi M6P | Diaph inh CS | bIAP activator | TNAP inh no acc
CC(CNC(=O)c1ccc(-c2ccccc2)cc1)CN(C)C (stereo unspecified) | 9 | 1 | -4 | 1 | 1 | -4 | 1 | 5 | 1 | -10
CCc1cc(=O)oc2c(C)c(O)c(CN(C)C)cc12 | 6 | 0.7 | -5 | 1.1 | 0.9 | -10 | 0.9 | 25 | 1.1 | -11
CCC1CCCCN1C(=O)Nc1cccc(NC(=O)N2CCCCC2CC)c1 (stereo unspecified) | 27 | 0.9 | -6 | 1 | 0.8 | 5 | 0.9 | 9 | 1.1 | 1
O=C(O)c1cc2c(s1)CCCC2 | -7 | 1 | 9 | 1 | 1 | -4 | 1 | -3 | 0.9 | -12
COc1ccc(CCNC(=O)CSc2nn(-c3ccccc3)c(=S)s2)cc1OC | 14 | 0.9 | 11 | 1 | 0.9 | -3 | 1 | 10 | 0.9 | -14
O=C(Cc1ccccc1)NCC(=O)OCC(=O)c1cccc([N+](=O)[O-])c1 | -2 | 1 | -1 | 1 | 0.9 | -3 | 1 | 4 | 1 | -16
CCCS(=O)(=O)c1c(S(=O)(=O)CCC)c2c(C(N)=O)cccn2c1C(=O)c1ccc(F)cc1 | -6 | 1 | 12 | 1 | 1.1 | 3 | 1 | -1 | 0.9 | 1
O=C(NCCc1ccccc1)C(=O)c1c(-c2ccccc2)[nH]c2ccccc12 | 18 | 0.9 | 11 | 1 | 0.8 | -1 | 0.9 | 14 | 0.9 | -2
Cc1ccc(-c2c(C(=O)NCc3ccc(F)cc3)oc(=O)c3ccccc23)cc1 | 74* | 0.7 | -7 | 1 | 0.8 | -3 | 0.8 | 28 | 1.1 | -4
Cc1nc(NC(=O)c2ccccc2)sc1-c1csc(Nc2ccc(Cl)cc2Cl)n1 | 54* | 0.8 | -1 | 1 | 0.8 | -2 | 1 | 17 | 1 | -6
